SIAE inh: human SIAE inhibitors, primary screen, biochemical, fluorescence polarization, FP-Rh probe, 1536-well HTS | 370,000 tested, 0.69% active | inhibition, % at 9.66 µM | SIAE FP-Rh probe binding | Sialate O-acetylesterase (Homo sapiens), Q9HAT2 | AID 1053197, 2014;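 active = inhibition above a cutoff: mean of compounds within the control limits plus 3 SD of those, cut at about 17% in these data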;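 also: 0% = plate median of compound wells and 100% = probe without SIAE protein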
LEDGF integ inh: blockers of LEDGF/p75-dependent integrase strand transfer – biochemical, TR-FRET, high throughput, primary screen. HIV-1 integrase (with human LEDGF/p75). TR-FRET IN-LEDGF/p75 DNA integration, Eu/Cy5. inhibition, % at 3.7 µM. 370,000 tested, 0.64% active;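 active = inhibition above the screen-wide mean plus 3 SD, cut at about 13% in these data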;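 also: signal is the Cy5 over europium emission ratio at 671 and 618 nm; 0% = plate median of compound wells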
PRMT1 FP inh: PRMT1 methyltransferase inhibitors, primary screen, biochemical, fluorescence polarization | Protein arginine N-methyltransferase 1 (Homo sapiens), Q99873 | recombinant PRMT1, activity-based probe fluorescence polarization | inhibition, % at 2.79 µM | 370,000 tested, 1.3% active;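 active = inhibition above about 21% made by adding two undisclosed values, limit read from the data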
TDP2 absorb: human TDP2 enzyme inhibitors, primary screen, biochemical, epi absorbance, recombinant enzyme; Tyrosyl-DNA phosphodiesterase 2 (Homo sapiens), O95551; T5PNP hydrolysis, p-nitrophenol absorbance 415 nm; inhibition, % at 12.8 µM; 370,000 tested, 0.34% active; AID 720702, 2013;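 active = inhibition above the mean of all tested compounds plus 3 SD, set per campaign, cut at about 25% in these data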;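 also: 0% = DMSO with enzyme and 100% = buffer with substrate but no TDP2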
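System: recombinant human TDP2 / Amount: 120 nM TDP2 per well / Also added: 5 mM T5PNP chromogenic substrate / Doses: 12.8 µM single point, 1% DMSO / Incubation: 2 h at 37 °C / Detection: p-Nitrophenol epi absorbance / Evaluation: % inhibition relative to enzyme-containing and enzyme-free wells / Repeats: singlicate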
rCAG binder: binders of r(CAG) RNA repeats, primary screen, biochemical, fluorescence; r(CAG) RNA repeat, TO-PRO-1 dye displacement fluorescence; inhibition, % at 3 µM; 370,000 tested, 1.3% active;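 active = inhibition above the plate cutoff, the mean of all test compounds on that plate plus 3 SD, cut at about 35% in these data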;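 also: 0% = DMSO alone and 100% = 100 µM mitoxantrone as full dye displacement; higher means more dye released from RNA so lower well fluorescence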
HTRA1 inh: HTRA1 serine protease inhibitors, primary screen, biochemical, fluorescence polarization, HTS; inhibition, % at 5.96 µM; AID 504803, 2011; 340,000 tested, 0.5% active; recombinant HTRA1, FP-rhodamine activity-based probe; Q92743; in the data active = inhibition above about 36%;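 also: 0% = enzyme with DMSO and 100% = wells lacking enzyme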
Target sequence (Q92743 whole entry, looked up): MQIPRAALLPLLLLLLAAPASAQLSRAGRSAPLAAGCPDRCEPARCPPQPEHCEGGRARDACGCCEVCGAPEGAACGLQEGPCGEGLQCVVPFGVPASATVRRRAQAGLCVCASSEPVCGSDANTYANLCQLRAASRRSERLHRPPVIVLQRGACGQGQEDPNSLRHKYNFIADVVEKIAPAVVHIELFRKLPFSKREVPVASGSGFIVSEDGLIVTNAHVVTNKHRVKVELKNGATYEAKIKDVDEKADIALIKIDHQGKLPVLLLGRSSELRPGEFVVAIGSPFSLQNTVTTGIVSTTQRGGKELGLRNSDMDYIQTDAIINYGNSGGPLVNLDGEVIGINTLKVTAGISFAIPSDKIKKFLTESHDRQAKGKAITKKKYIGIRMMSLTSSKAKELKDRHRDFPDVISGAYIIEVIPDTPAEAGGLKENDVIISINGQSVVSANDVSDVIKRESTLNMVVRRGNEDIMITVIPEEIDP
GC-B act: human GC-B receptor activators, primary screen, HEK293 GC-B cells, cGMP TR-FRET, EC30 CNP; Atrial natriuretic peptide receptor 2 (Homo sapiens), P20594; 0% at EC30 CNP, 100% saturating CNP; activation, % at 10 µM; 370,000 tested, 0.11% active;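 active = activation at 10 µM reaching about 35% in either raw or pattern-adjusted values, limit read from the data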
mABHD4 FP: ABHD4 inhibitors, primary screen, biochemical, fluorescence polarization, mouse; (Lyso)-N-acylphosphatidylethanolamine lipase (Mus musculus), Q8VD66; inhibition, % at 8.92 µM; AID 720543, 2013; purified mABHD4, FP-Rh probe fluorescence polarization; 370,000 tested, 0.54% active;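 active = inhibition exceeding the mean over every tested compound plus 3 SD, cut at about 30% in these data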;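 also: 0% = plate median of compound wells and 100% = S159A mutant with DMSO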
Target sequence (Q8VD66 whole entry, looked up): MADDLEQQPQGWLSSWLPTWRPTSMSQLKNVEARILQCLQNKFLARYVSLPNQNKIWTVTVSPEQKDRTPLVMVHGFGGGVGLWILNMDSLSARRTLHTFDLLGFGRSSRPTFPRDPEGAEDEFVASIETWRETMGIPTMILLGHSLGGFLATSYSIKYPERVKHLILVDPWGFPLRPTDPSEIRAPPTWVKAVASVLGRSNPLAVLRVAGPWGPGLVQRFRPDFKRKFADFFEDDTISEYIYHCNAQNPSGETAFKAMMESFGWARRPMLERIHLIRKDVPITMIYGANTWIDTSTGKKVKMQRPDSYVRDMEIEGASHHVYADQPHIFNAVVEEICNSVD
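Test system: mABHD4 protein; Read-out basis: % inhibition; Incubation: 45 min + 60 min at 25 °C; Repeats: single replicate; Technique: fluorescence polarization with parallel and perpendicular emission, 525/598 nm; Compound: 8.92 µM, single dose; Benchmarks: full inhibition S159A mutant plus DMSO, zero as sample-well median.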
TCR-CD3 inh: inhibitors of human TCR-CD3 interaction, primary screen, biochemical, fluorescence, TAMRA-labeled TCR probe. T-cell receptor (TCR). inhibition, % at 9.4 µM. 360,000 tested, 0.37% active. AID 651800, 2012; in the data active = inhibition above about 19%;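 also: recombinant mutant TCR 2C K166C tagged with TAMRA read by polarization; 0% = receptor in buffer alone and 100% = receptor with positive control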
MBD2 DNA inh: inhibitors of MBD2 binding to methylated DNA, primary screen, biochemical, TR-FRET, DNA-binding domain, human; 370,000 tested, 0.31% active; inhibition, % at 4.4 µM; MBD2 binding to methylated oligonucleotide; Methyl-CpG-binding domain protein 2 (Homo sapiens), Q9UBB5; in the data active = inhibition above about 13%
Numbers without * were called inactive; / = no result given. Not all compounds are listed (hit frequency here may not be typical).

SMILES | SIAE inh | LEDGF integ inh | PRMT1 FP inh | TDP2 absorb | rCAG binder | HTRA1 inh | GC-B act | mABHD4 FP | TCR-CD3 inh | MBD2 DNA inh
C[C@@H]1CN([C@@H](C)CO)C(=O)CCCn2cc(nn2)CO[C@H]1CN(C)C(=O)c1ccc2ccn(C)c2c1 | -7.0 | 4.8 | -4.1 | -16.1 | 2.4 | 2.9 | -5.0 | -11.7 | -1.9 | 1.1
COc1cccc(NC(=O)CN2CCN(S(=O)(=O)c3ccc(F)cc3)CC2)c1 | -5.7 | -4.3 | 0.3 | 3.4 | -4.7 | -2.7 | 1.5 | 5.2 | -2.6 | -2.4
O=C(CCCn1c(=O)c2sccc2n(CC(=O)NCC2CCCO2)c1=O)NCc1ccco1 (stereo not given) | 1.2 | 0.5 | 0.1 | 2.9 | -3.0 | -6.7 | 5.9 | 7.4 | 0.4 | 5.1
C=CCN(CC=C)Cc1cc(=O)oc2cc(OC)c(Cl)cc12 | 0.9 | 0.8 | -1.3 | -10.3 | 5.7 | / | -1.3 | -2.6 | -1.4 | -3.4
CCOC(=O)C1C(=O)OC(C)(C)C1C(C)C(=O)c1ccc(OC)cc1 (stereo not given) | -7.1 | -0.3 | -0.1 | 5.5 | -3.6 | 2.3 | 1.8 | -13.1 | -0.2 | 9.2
COc1ccc(OCC(=O)N(C)CC2COc3ccccc3O2)cc1 (stereo not given) | -3.9 | 4.6 | -4.8 | -7.5 | -2.9 | 6.9 | -2.3 | -1.7 | 3.5 | 2.0
Cc1cc(C)n(-c2nc3c(c(=O)n(C)c(=O)n3C)n2CCO)n1 | 1.5 | 4.9 | -3.9 | -15.1 | -0.8 | 6.3 | 3.0 | 1.9 | 3.1 | -5.8
CCN1C(=O)[C@@H]2[C@H](C1=O)[C@@H]1C(=O)Nc3ccccc3C(=O)N1[C@@H]2c1cccc(OC)c1 | -4.9 | 0.9 | 0.7 | -14.4 | -0.4 | 0.3 | 1.1 | -6.1 | -2.3 | -2.5
COc1ccc(C)cc1NC(=O)NNC(=O)C(C)Oc1ccc([N+](=O)[O-])cc1 (stereo not given) | -1.8 | 0.5 | 6.8 | -11.0 | 4.1 | -0.9 | -3.0 | -14.1 | -5.0 | 6.4
Cc1cc(C)n2nc(C(=O)OCC(=O)N(C)Cc3ccccc3)nc2n1 | 2.8 | 3.3 | 5.6 | 2.4 | -2.1 | -3.1 | -1.7 | -3.5 | 4.1 | 5.1
CCSc1nnc(-c2cc(Br)ccc2NC(C)=O)c(=O)[nH]1 | -5.4 | 2.1 | -2.1 | -5.2 | 5.4 | -13.3 | 0.0 | 1.8 | 4.6 | -3.3
O=C(CCSc1ccccc1Cl)NNC(=O)c1ccncc1 | -0.6 | -0.7 | 6.8 | -8.1 | 0.9 | 2.7 | 1.8 | 0.2 | 2.3 | -1.0
CSc1nc2c(cc1C#N)C(=O)CC(C)(C)C2 | -6.9 | -5.8 | 0.0 | -7.6 | -1.2 | -0.2 | 1.2 | 3.9 | 4.8 | 5.4
COc1ccccc1N1CCN(/N=C/c2c(C)nn(-c3ccccc3)c2C)CC1 | 6.4 | 3.3 | 0.3 | -6.4 | 1.2 | 2.4 | -1.8 | -3.3 | 5.0 | 0.4
O=C(Cc1cccc2ccccc12)NCCC1=CCCCC1 | -3.4 | -4.5 | 0.9 | -3.6 | -4.4 | -15.1 | -0.1 | -7.3 | -8.0 | 3.3
Cc1cccc(NC(=O)CN2CCN(C(=O)c3ccc(-c4nc5ccccc5s4)o3)CC2)c1C | 0.4 | 0.5 | 0.3 | -12.1 | -0.2 | -4.3 | 4.9 | 3.7 | 0.8 | 1.4
Cc1ccc(CNC(=O)c2cc(-c3ccccc3C)n(CC3CC(c4cccc([N+](=O)[O-])c4)=NO3)n2)cc1 (stereo not given) | -5.2 | -0.9 | -2.1 | 6.5 | 4.0 | -40.4 | -6.9 | -6.2 | 2.3 | 2.6
Cc1ccc(C(=O)NNC(=O)CCC(=O)Nc2cc(C)on2)cc1 | -9.4 | -4.2 | 4.9 | -10.6 | 0.3 | 3.8 | 3.3 | -2.6 | -3.8 | 7.5
CC1S/C(=N/N=C/c2ccco2)NC1=O (stereo not given) | 12.2 | -0.4 | -0.6 | 7.4 | 2.2 | -0.9 | 0.6 | 0.5 | 7.4 | 3.2
CCCNC(=O)c1cc(C2CCCN(C(=O)c3cc(C(C)(C)C)nn3C)C2)on1 (stereo not given) | -1.0 | 4.9 | 1.0 | 1.0 | -2.0 | / | -1.0 | -5.6 | -2.3 | -6.8

Just SIAE inh, TDP2 absorb and HTRA1 inh (4 entries from above):
Structure,SIAE inh,TDP2 absorb,HTRA1 inh
CC1S/C(=N/N=C/c2ccco2)NC1=O (stereo not given),12.2,7.4,-0.9
Cc1ccc(C(=O)NNC(=O)CCC(=O)Nc2cc(C)on2)cc1,-9.4,-10.6,3.8
CCCNC(=O)c1cc(C2CCCN(C(=O)c3cc(C(C)(C)C)nn3C)C2)on1 (stereo not given),-1.0,1.0,/
Cc1cccc(NC(=O)CN2CCN(C(=O)c3ccc(-c4nc5ccccc5s4)o3)CC2)c1C,0.4,-12.1,-4.3

Later entries:
SMILES | SIAE inh | LEDGF integ inh | PRMT1 FP inh | TDP2 absorb | rCAG binder | HTRA1 inh | GC-B act | mABHD4 FP | TCR-CD3 inh | MBD2 DNA inh
COC(=O)C1=C(C)N(Cc2ccccc2C(F)(F)F)C(=NCc2cc(OC)c(OC)c(OC)c2)NC1c1ccccc1C(F)(F)F (stereo not given) | -1.7 | 1.7 | -0.1 | -4.9 | 1.8 | / | 0.9 | 4.8 | 5.2 | -3.0
COC(=O)Nc1ccc(S(=O)(=O)n2cnc3ccccc32)cc1 | 3.0 | -0.4 | 0.4 | 3.3 | 3.5 | 7.0 | 1.6 | -0.1 | -3.0 | 4.9
O=C1c2ccccc2C(=O)c2cc(N3CCCCC3)ccc21 | 21.5* | 0.0 | -3.5 | -5.8 | 3.4 | 0.8 | -4.2 | -19.0 | -30.9 | -2.5
COc1cccc(C(C(=O)NC2CCCCC2)N(C(=O)c2cccs2)c2ccc3c(c2)OCO3)c1 (stereo not given) | 6.2 | 0.6 | -3.2 | -11.9 | 2.0 | -8.6 | -6.3 | 3.1 | 1.8 | 5.4
CC(Sc1nnc(C2CC2)n1C1CC1)C(=O)N(C)C1(C#N)CCCCC1 (stereo not given) | 0.8 | -5.1 | 0.9 | -0.1 | 1.4 | -6.4 | 0.4 | 0.3 | -3.5 | 4.2
COCCn1c(=NC(=O)C(C)(C)C)sc2cc([N+](=O)[O-])ccc21 | 5.4 | 1.7 | 1.2 | 4.5 | 4.5 | 1.5 | 1.6 | 2.5 | 1.8 | -6.1
O=C(Cc1c(C(=O)O)[nH]c2ccc(Cl)cc12)Nc1ccc2c(c1)OCCO2 | 6.6 | 2.4 | -2.1 | 1.1 | 49.7* | -14.2 | 0.5 | -1.9 | -1.9 | 2.0
Cc1ccc(C2(C)NC(=O)N(Cc3c(C)noc3C)C2=O)cc1 (stereo not given) | 0.6 | 0.8 | -1.3 | 1.2 | -4.4 | 0.4 | -4.3 | -1.1 | -1.4 | -6.2
C[C@H](O)[C@@H]1CN2CCc3c([nH]c4ccccc34)[C@@H]2C[C@@H]1N(C)C(=O)Nc1ccc(Br)cc1 | 5.2 | -1.5 | 2.8 | 2.3 | 7.8 | / | -2.5 | -3.8 | 4.6 | -7.6
COc1ccc2[nH]c3c(c2c1)CCN1C(=O)C(CC(=O)NCc2ccco2)C[C@H](C(=O)N2CCCCC2)[C@@]31CCc1ccccc1 (stereo not given in full) | 4.2 | 1.1 | -5.5 | -0.2 | 5.0 | 2.4 | -5.2 | -4.2 | 3.7 | -1.5
CN1CC=C(c2ccc(C(F)(F)F)cc2)N(c2ccccc2)C1=O | 4.4 | 1.1 | -2.8 | 2.3 | 4.3 | / | 3.9 | -0.2 | / | 5.2
COc1ccc(C2=NNC(c3cccs3)=Nc3ccc(OC)cc32)cc1 | -4.3 | 0.1 | -1.9 | -7.6 | 5.8 | -8.6 | -0.3 | 1.4 | 1.8 | 4.3
COc1cccc2cc(C(=O)NNC(=O)c3ccc(Br)cc3)c(=O)oc12 | 11.2 | 1.6 | -0.1 | 10.1 | 4.2 | 9.3 | 2.0 | 6.9 | 1.1 | -5.3
Cc1ccc(C2(C)NC(=O)N(CCOc3ccccc3)C2=O)cc1 (stereo not given) | -0.4 | 3.8 | 0.9 | -6.2 | 0.9 | -7.1 | 0.1 | 3.5 | 1.4 | 2.0
CCOC(=O)c1sc2ccc(S(=O)(=O)N3CCOCC3)cc2c1N | 0.5 | 0.7 | 1.6 | 1.5 | 1.1 | -3.2 | 2.4 | 5.6 | 1.1 | 3.0
CCC1Nc2ncnc(N3CCOCC3)c2N(Cc2ccc(OC)cc2)C1=O (stereo not given) | 9.2 | -0.7 | -0.7 | -11.5 | 1.8 | 3.5 | -0.7 | -0.7 | -3.8 | -3.7
CCN(C(=O)COC(=O)c1cc(-c2ccccc2)nn1-c1ccccc1)C1CCS(=O)(=O)C1 (stereo not given) | -2.7 | -1.8 | 4.2 | -1.0 | -5.0 | -46.1 | -4.2 | -5.3 | 0.5 | 3.3
COCc1ccc(-c2c(-c3ccc(OC)cc3)oc(=O)c3cc(OC)c(OC)cc23)cc1 | -7.6 | 2.4 | 0.7 | 5.8 | 0.8 | -11.2 | 1.9 | -4.4 | 1.9 | 0.1
CCc1cccc(C)c1N(C(=O)Cn1c(=O)[nH]c2ccccc21)C(C)COC (stereo not given) | -7.1 | -0.3 | 1.1 | -1.8 | -12.0 | -2.3 | -15.6 | -6.3 | -0.3 | 0.5
CCOC(=O)C1CCN(CC(=O)Nc2c(C(=O)OC)[nH]c3cccc(C)c23)CC1 | 0.2 | 0.5 | -2.5 | 6.5 | -5.5 | 0.3 | 1.8 | -1.4 | 2.4 | 0.2
CSc1nnc(-c2ccccc2)n1N | 2.7 | -1.7 | -2.1 | -8.3 | 2.3 | 1.4 | 5.0 | -0.2 | 7.7 | -2.9

Another view of two compounds above:
mol	SIAE inh	LEDGF integ inh	PRMT1 FP inh	TDP2 absorb	rCAG binder	HTRA1 inh	GC-B act	mABHD4 FP	TCR-CD3 inh	MBD2 DNA inh
COCc1ccc(-c2c(-c3ccc(OC)cc3)oc(=O)c3cc(OC)c(OC)cc23)cc1	-7.6	2.4	0.7	5.8	0.8	-11.2	1.9	-4.4	1.9	0.1
CCc1cccc(C)c1N(C(=O)Cn1c(=O)[nH]c2ccccc21)C(C)COC (stereo not given)	-7.1	-0.3	1.1	-1.8	-12.0	-2.3	-15.6	-6.3	-0.3	0.5

Screens deposited in PubChem by several laboratories.
